Assay outcomes (PubChem BioAssay)
CHRM4 antagonist = CHRM4 antagonism in calcium assay | P08173 | CHO-hM4 cells, ACh EC80, Fluo-8 calcium fluorescence | inhibition, % at 3 µM | 0.73% of 360,000 active | AID 624125;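 active = inhibition above its plate's cutoff, the mean inhibition of sample wells plus 3 SD, cut at about 27% in these data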;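 note: 0% = acetylcholine EC80 with DMSO and 100% = DMSO without agonist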
CHRM1 PAM = positive allosteric modulators of human M1 muscarinic receptor; 0.088% of 360,000 active; P11229; activation, % at 3 µM; CHO-K1 hM1, Fluo-8 calcium fluorescence, ACh EC20; 0% = ACh EC20, 100% = maximal ACh; in the data active = activation above about 19%, passing the limit was not always enough
Target sequence (P11229 whole entry, looked up): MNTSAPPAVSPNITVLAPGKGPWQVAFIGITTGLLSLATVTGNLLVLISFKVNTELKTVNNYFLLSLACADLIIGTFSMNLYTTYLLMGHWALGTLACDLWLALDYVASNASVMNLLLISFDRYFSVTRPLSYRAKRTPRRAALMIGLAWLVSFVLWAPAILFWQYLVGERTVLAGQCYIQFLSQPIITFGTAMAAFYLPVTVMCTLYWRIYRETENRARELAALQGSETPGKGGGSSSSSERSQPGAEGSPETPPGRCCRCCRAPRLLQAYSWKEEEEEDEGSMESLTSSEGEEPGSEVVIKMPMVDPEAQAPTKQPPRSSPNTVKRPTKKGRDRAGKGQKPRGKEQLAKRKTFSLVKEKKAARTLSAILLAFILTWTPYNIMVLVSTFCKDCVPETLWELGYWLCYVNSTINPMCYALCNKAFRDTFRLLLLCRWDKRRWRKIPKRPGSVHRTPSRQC
M1 ag parental = M1 agonist counterscreen hit in parental CHO-K1 cells | Fluo-8 calcium fluorescence; scaled to maximal ATP response, vehicle zero | activation, % at 3 µM | 0.48% of 360,000 active | AID 602248; in the data active = activation above about 15%;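 note: untransfected CHO-K1 host cells lacking M1 receptor as counterscreen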
M1 antag = blocks human M1 muscarinic receptor; CHO-K1 hM1, Fluo-8 calcium fluorescence, ACh EC80 antagonist; inhibition, % at 3 µM; 1.3% of 360,000 active;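 active = percent inhibition above its own plate's cutoff, namely the mean of that plate's compound wells plus 3 SD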;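 note: peak over basal fluorescence ratio during 140 s after agonist addition; 0% = ACh EC80 plus DMSO and 100% = DMSO alone without agonist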
CHRM1 agonist = agonists of human M1 muscarinic receptor; P11229; CHO-K1 hM1, Fluo-8 calcium fluorescence, agonist mode; 0% DMSO, 100% acetylcholine EC100; activation, % at 3 µM; 0.33% of 360,000 active;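 active = activation above the run's mean compound activation plus 3 SD, cut at about 16% in these data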;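 note: peak over basal fluorescence ratio within a 140 s kinetic read after compound addition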
OXTR potentiate = potentiates the human oxytocin receptor response; AID 2445; activation, % at 3 µM; P30559; 0.061% of 320,000 active; CHO-OTR cells, Fluo-8 calcium fluorescence, potentiator mode; 0% = oxytocin EC15, 100% = EC100;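 active = activation above that plate's cutoff, the mean activation of tested compounds plus 3 SD, cut at about 6.6% in these data, passing the limit was not always enough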;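 note: 100% uses oxytocin at 75 nM as the full agonist control; some results filed as inactive read as strong as hits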
Target sequence (P30559 whole entry, looked up): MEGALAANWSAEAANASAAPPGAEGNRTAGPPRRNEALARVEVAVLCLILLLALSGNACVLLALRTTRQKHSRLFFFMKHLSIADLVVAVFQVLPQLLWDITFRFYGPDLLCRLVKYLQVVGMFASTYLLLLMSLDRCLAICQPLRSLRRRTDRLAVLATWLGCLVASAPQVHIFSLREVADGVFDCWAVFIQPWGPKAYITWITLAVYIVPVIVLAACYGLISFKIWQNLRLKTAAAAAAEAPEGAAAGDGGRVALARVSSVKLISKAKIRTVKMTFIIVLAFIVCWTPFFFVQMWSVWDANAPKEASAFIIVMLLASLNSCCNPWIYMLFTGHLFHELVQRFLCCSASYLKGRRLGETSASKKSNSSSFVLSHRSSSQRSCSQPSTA
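System: human OTR in CHO cells; Also added: sub-maximal oxytocin, roughly EC15; Timing: compound 6 min at room temperature before oxytocin, 100 s read; Technique: Fluo-8 intracellular calcium fluorescence, ex 470-495, em 515-575 nm; Controls: oxytocin EC15 low and EC100 high; Replication: singlicate.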
CHO-K1 Ca antag = nonselective inhibitor or artifact in parental CHO-K1 cells; ATP-induced calcium, Fluo-8 fluorescence; inhibition, % at 3 µM; 0.6% of 360,000 active;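 active = inhibition above a per-plate cutoff, the plate's mean sample inhibition plus 3 SD, cut at about 24% in these data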;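 note: 0% = DMSO plus EC80 ATP and 100% = DMSO alone without ATP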
CHO parental Ca = counter-screen: ATP calcium response change in parental CHO cells. parental CHO-K1, ATP-induced calcium, Fluo-8 fluorescence. inhibition, % at 5.6 µM. 0.63% of 330,000 active. AID 463079;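 active = inhibition above that plate's mean sample inhibition plus 3 SD, cut at about 26% in these data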;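 note: 0% = ATP-challenged DMSO wells and 100% = DMSO wells without ATP; some compounds past the cut are filed as inactive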
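Material: parental CHO cells / Compound: single nominal dose of 5.6 µM per compound / Signal: Fluo-8 fluorescence / Replicates: singlicate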
M4 ag = agonists of human muscarinic M4 receptor (CHRM4) | P08173 | CHO-K1 hM4/Gqi5, Fluo-8 calcium fluorescence; vehicle 0%, full acetylcholine response 100% | activation, % at 3 µM | 0.14% of 360,000 active | AID 624127;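 active = activation above the run mean over all test wells plus 3 SD, cut at about 32% in these data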;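 note: peak over basal fluorescence ratio per well then scaled between controls; 0% = DMSO wells and 100% = acetylcholine at EC100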
An asterisk follows results filed as active; . = not tested or not shown. No enrichment for hits (roughly 2.9% active in at least one column).

Compound | CHRM4 antagonist | CHRM1 PAM | M1 ag parental | M1 antag | CHRM1 agonist | OXTR potentiate | CHO-K1 Ca antag | CHO parental Ca | M4 ag
Cc1ccc(CC(=O)Nc2ccc(F)c([N+](=O)[O-])c2)cc1 | 0.2 | 10.8 | 0.5 | -9.1 | -5.7 | -15.9 | -6.1 | -3.8 | 0.7
CCOC1(OCC)N=C(N)C2(C#N)C(c3cccc(OC)c3OC)C12C#N (stereo not given) | 11.9 | -0.7 | 0.1 | -0.6 | -2.3 | 1.3 | 6.6 | -2.9 | -0.4
O=C(Nc1ccccc1)N1CCCC1c1cccs1 (stereo not given) | 9.3 | -0.6 | 4.0 | 9.4 | -0.5 | -2.9 | -2.2 | -16.9 | 19.1
O=C(CCCCCNC(=O)N1CCn2c1nc1ccccc12)NCc1ccccc1Cl | -1.9 | -1.0 | 4.3 | -11.8 | -1.3 | -1.8 | -8.6 | -28.9 | 13.3
COCCNC(=O)C1(C)CCCN(Cc2ccc(-c3ccccc3)o2)C1 (stereo not given) | -9.6 | -1.7 | 1.0 | 1.1 | -5.3 | . | -14.7 | . | 1.9
CCOC(=O)C1(Cc2ccccc2C)CCCN(C(=O)c2ccc(CSC)o2)C1 (stereo not given) | -9.5 | 14.0 | 1.8 | -10.4 | 0.9 | -9.4 | -1.4 | -17.9 | 6.0
COc1ccc(/C=C/C(=O)OCC(=O)NCCC2=CCCCC2)cc1 | 2.5 | -0.2 | 2.6 | 1.9 | -4.5 | -4.6 | -9.6 | 1.9 | 1.6
COC(C(=O)NNC(=O)Cc1ccc(Cl)cc1)c1ccccc1 (stereo not given) | -0.5 | 8.4 | -0.2 | -14.7 | -2.3 | -2.4 | 4.7 | -11.6 | 0.2
Cc1ccccc1S(=O)(=O)N(CC(O)CN1C(=O)NC(C)(C)C1=O)c1ccccc1 (stereo not given) | -4.0 | 9.6 | 0.4 | -15.5 | -1.9 | 0.7 | -22.1 | -16.9 | 0.9
COc1ccc(CCN2CC(C(=O)O)CC2=O)cc1 (stereo not given) | -2.9 | 5.2 | 1.3 | -11.3 | -5.4 | 2.0 | -13.8 | 8.2 | 0.8
Nc1c(Cl)cc(-c2cn(CCC(=O)O)c(-c3ccc(Cl)nc3)n2)cc1Cl | 3.0 | 4.3 | 0.2 | 1.1 | -2.8 | -1.0 | -15.5 | -0.6 | -1.4
CCC(C)(C)C1CCC2(CC1)NC(CO)(CO)CO2 (stereo not given) | 2.9 | 10.2 | 0.1 | -9.1 | -1.7 | -11.3 | -2.5 | -1.0 | 1.2
Clc1ccc(C2Nc3cccc4cccc(c34)N2)c(Cl)c1 | 10.2 | 0.6 | 1.3 | -5.0 | -3.3 | . | 1.1 | . | -0.8
CCN(CC)C(=O)N1CCN(C(=O)N(CC)CC)CC1 | -7.2 | 8.5 | 1.2 | -1.6 | -5.7 | -1.0 | -14.1 | -7.4 | 0.9
CSCCC(NC(=O)c1ccc([N+](=O)[O-])cc1Cl)C(=O)OCC(=O)N(C)C (stereo not given) | -13.1 | 5.3 | -0.1 | -7.3 | -0.3 | 1.4 | 8.3 | 7.2 | 0.2
CCOc1ccccc1OCCOc1cccc(C(F)(F)F)c1 | -8.3 | 1.5 | -0.7 | -14.5 | -5.8 | -6.0 | -3.7 | -28.6 | -1.5
COc1ccc(C(CNC(=O)c2cccc(S(=O)(=O)Nc3ccccc3Cl)c2)N2CCOCC2)cc1 (stereo not given) | -24.2 | -2.5 | -0.2 | 3.7 | -0.7 | -15.4 | 14.3 | 0.4 | 1.7
Cc1[nH]c2ccccc2c1C(=O)COC(=O)Cn1c(C(F)(F)F)nc2ccccc21 | 6.3 | -6.9 | 8.0 | 10.3 | 6.7 | -10.3 | 4.2 | -12.4 | 13.9
CC1CCCCC1NC(=O)CCN1C(=O)C2C3C=CC(C3)C2C1=O (stereo not given) | 1.9 | 12.2 | 0.5 | -12.7 | -1.1 | -19.3 | -16.4 | -8.5 | -0.6
C/C(=N\Nc1nc(-c2ccc(C)cc2C)cs1)c1cc2ccccc2oc1=O | -0.6 | -1.6 | -0.2 | 6.4 | -5.9 | -3.5 | 7.3 | -19.1 | 0.7
Cc1c(C(=O)N2CCN(CCc3ccccn3)CC2)oc2ccc(Cl)cc12 | -6.9 | 11.2 | 2.1 | -11.6 | -3.1 | -4.5 | 14.3 | -31.1 | 4.1
NC1=NN=C(N2N=C(c3ccccc3)CC2(O)C(F)(F)F)n2ncnc2C1 (stereo not given) | -16.4 | 6.6 | 0.0 | -4.6 | -6.2 | -3.9 | -7.3 | 4.7 | 0.9
CC(NC(=O)Nc1ccccc1)C(c1ccccc1)N1CCOCC1 (stereo not given) | -12.9 | 1.8 | 1.1 | -2.5 | -5.1 | -6.0 | -7.5 | 9.3 | 2.3
COc1ccc(S(=O)(=O)N2CCCC2CNC(=O)C(=O)Nc2cccc(F)c2)cc1 (stereo not given) | -8.0 | 0.9 | 1.3 | -0.1 | -4.7 | -11.2 | -6.2 | -19.4 | 8.7
Cc1cccc2c(=O)c(C(=O)NCc3ccc(F)cc3)c[nH]c12 | 3.8 | 4.9 | 0.2 | 0.1 | -2.1 | -3.7 | 4.2 | -6.8 | 1.8
O=c1oc2ccccc2c(Nc2ccccc2)c1[N+](=O)[O-] | 2.1 | 2.8 | 1.1 | 13.1 | 0.9 | -3.7 | -6.2 | -14.3 | 1.5
Cc1ccc(NC(=O)CCn2cnc3ccccc3c2=O)cc1Cl | -6.0 | 3.8 | 0.0 | -0.3 | -0.6 | -4.2 | -4.2 | -7.4 | 1.3
O=C(C1CC1)N1CCC(Oc2cccc(C(=O)N3CCCCC3CCO)c2)CC1 (stereo not given) | -1.0 | 9.9 | 2.3 | -7.9 | -2.4 | -6.7 | -4.0 | -11.2 | 1.9
CC(C)c1ccc(NC(=O)C(c2ccccc2)N2CCC3(CC2)OCCO3)cc1 (stereo not given) | 5.1 | 8.7 | 0.3 | -6.4 | -0.4 | 5.0 | -17.8 | -15.1 | -2.3
O=C(O)c1ccccc1SCC(=O)N1CCc2ccccc21 | -1.1 | 9.9 | -0.2 | 5.9 | 2.0 | 0.8 | -2.9 | 6.1 | -0.6

Next section; the last 3 above are carried over.
Compound | CHRM4 antagonist | CHRM1 PAM | M1 ag parental | M1 antag | CHRM1 agonist | OXTR potentiate | CHO-K1 Ca antag | CHO parental Ca | M4 ag
O=C(C1CC1)N1CCC(Oc2cccc(C(=O)N3CCCCC3CCO)c2)CC1 (stereo not given) | -1.0 | 9.9 | 2.3 | -7.9 | -2.4 | -6.7 | -4.0 | -11.2 | 1.9
CC(C)c1ccc(NC(=O)C(c2ccccc2)N2CCC3(CC2)OCCO3)cc1 (stereo not given) | 5.1 | 8.7 | 0.3 | -6.4 | -0.4 | 5.0 | -17.8 | -15.1 | -2.3
O=C(O)c1ccccc1SCC(=O)N1CCc2ccccc21 | -1.1 | 9.9 | -0.2 | 5.9 | 2.0 | 0.8 | -2.9 | 6.1 | -0.6
Cc1cccc(NC(=O)CN2C(=O)COc3ccc(Cl)cc32)c1 | 9.0 | 1.6 | 1.5 | -0.4 | 0.3 | -9.2 | 3.8 | -5.4 | 2.9
CC(=O)Nc1ccc(S(=O)(=O)N(C)S(=O)(=O)c2ccc(F)cc2)cc1 | 5.0 | 5.3 | 1.1 | -2.3 | -0.9 | -9.4 | 4.8 | -6.8 | 2.7
O=C1N=C(N2CCC(Cc3ccccc3)CC2)S/C1=C/c1cn[nH]c1-c1ccccc1 | -6.9 | 4.4 | -0.1 | 3.1 | -0.3 | -13.3 | 5.6 | -1.7 | 1.2
CN(C)CCCN(CCCN(C)C)C(=S)Nc1ccc(S(=O)(=O)N2CCOCC2)cc1 | 5.3 | 8.5 | 1.5 | -15.3 | -4.0 | -2.6 | -16.9 | 4.2 | 0.8
O=C(N1CCCCCC1)N1CCN(S(=O)(=O)c2ccccc2)CC1 | 0.7 | -1.9 | 0.5 | 10.6 | -5.1 | 5.4 | -10.9 | -4.2 | 1.0
COc1ccccc1NC(=O)Nc1ncccc1C | 7.4 | -0.8 | 0.0 | 2.4 | -6.8 | 1.2 | -6.9 | -4.1 | -0.5
COC(=O)CSc1nc(NC#N)nc(NC(C)C)n1 | 1.7 | 9.6 | 0.4 | -10.8 | -2.6 | -12.0 | -20.8 | -7.2 | 0.2
N#CCCn1cc(C(=O)Nc2cccc(C(=O)O)c2)c(-c2ccc(Cl)cc2)n1 | -3.0 | 13.2 | 3.7 | -26.4 | 0.3 | 4.7 | -6.9 | -5.8 | 0.5
CCCCN(C(=O)c1c(-c2ccccc2)noc1C)c1c(N)n(CCC)c(=O)[nH]c1=O | -3.7 | 0.5 | 0.3 | -0.8 | -2.6 | -1.9 | -4.3 | 0.4 | 1.3
COc1ccc(OC)c(Nc2ncnc3c2cnn3-c2cccc(C)c2)c1 | -2.8 | -3.2 | 11.5 | 9.3 | -5.9 | -7.6 | -1.9 | -23.2 | -0.8
Cc1ccccc1C(=O)N1CCC[C@@H]1C(=O)N1CCC[C@H]1C(=O)NCc1ccncc1 | 9.1 | . | 0.8 | . | . | . | -12.2 | . | 0.1
C=CCNc1scc(-c2ccccc2)[n+]1CC=C | 5.5 | -3.7 | 1.2 | 6.1 | -6.8 | -5.2 | -14.8 | -13.0 | 1.7
CN(C)S(=O)(=O)N1CCC(CO)(Cc2cccc(C(F)(F)F)c2)CC1 | -4.4 | -5.1 | 4.0 | 21.6 | -2.4 | -19.9 | 5.3 | 4.4 | 4.9
Cc1ccc2nc(-c3ccc(F)cc3)c(Cc3ccccn3)n2c1 | 8.1 | -1.3 | 2.2 | -18.3 | -4.8 | . | -16.9 | . | 1.7
CCOC(=O)CC1COCCN1Cc1cn[nH]c1-c1ccc2c(c1)OCO2 (stereo not given) | 3.5 | 0.3 | 4.2 | 1.1 | -3.0 | -23.9 | -4.2 | 17.3 | 12.3
CCC(C)NC(=O)c1cc2cc3ccc(OC)cc3nc2o1 (stereo not given) | -10.5 | 2.0 | 3.5 | -3.9 | -1.2 | -19.9 | -9.5 | -5.4 | 8.6
CCOc1cc(CNc2ccc(N3CCCC3)cc2)cc(Cl)c1OC | 8.5 | 1.1 | 0.1 | 2.7 | -2.9 | -9.1 | 11.6 | -6.9 | 0.6
O=C(CCC1CCCCC1)NC1=NCCS1 | -0.6 | 8.2 | 0.0 | -10.3 | -4.0 | -0.5 | -2.6 | -9.4 | 0.3
CCOc1ccccc1N(CC(=O)Nc1ccc(S(=O)(=O)N2CCOCC2)cc1)S(C)(=O)=O | -0.1 | 8.3 | 1.5 | -10.8 | -3.8 | -8.2 | 4.0 | -4.1 | 0.8
CN(CCC1CCOCC1)C(=O)C1CCC(=O)N(CCc2ccc(Cl)cc2)C1 (stereo not given) | -3.1 | 12.4 | 0.3 | -15.4 | -1.4 | -0.5 | -8.7 | -16.6 | 0.5
Cc1cc(C)n(C(CC(=O)O)C(=O)O)n1 (stereo not given) | -0.7 | 3.8 | -0.1 | 4.6 | -3.3 | -15.0 | -12.6 | -2.0 | 0.2
